TIM10 inh: TIM10 yeast growth inhibition | S. cerevisiae TIM10 strain growth, BacTiter-Glo luminescence, 24 h | inhibition, % at 10 µM | actives 1.4% (n = 330,000) | AID 463195;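 active means inhibition of 40% or more at the single tested concentration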;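 further: wild-type TIM10 isogenic control strain grown at permissive 25 °C; 0% = DMSO yeast wells and 100% = minimal medium wells without yeast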
APJ agonist: agonists of human APJ apelin receptor; P35414; CHO-K1 APJ PathHunter beta-arrestin, luminescence; 0% DMSO wells, 100% apelin; activation, % at 20 µM; actives 0.11% (n = 330,000);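 active means activation more than six SD over the plate average, tested at 20 µM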;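 further: 0% = DMSO alone and 100% = apelin-13 at 10 nM; some results filed as inactive read as strong as hits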
Target sequence (P35414 whole entry, looked up): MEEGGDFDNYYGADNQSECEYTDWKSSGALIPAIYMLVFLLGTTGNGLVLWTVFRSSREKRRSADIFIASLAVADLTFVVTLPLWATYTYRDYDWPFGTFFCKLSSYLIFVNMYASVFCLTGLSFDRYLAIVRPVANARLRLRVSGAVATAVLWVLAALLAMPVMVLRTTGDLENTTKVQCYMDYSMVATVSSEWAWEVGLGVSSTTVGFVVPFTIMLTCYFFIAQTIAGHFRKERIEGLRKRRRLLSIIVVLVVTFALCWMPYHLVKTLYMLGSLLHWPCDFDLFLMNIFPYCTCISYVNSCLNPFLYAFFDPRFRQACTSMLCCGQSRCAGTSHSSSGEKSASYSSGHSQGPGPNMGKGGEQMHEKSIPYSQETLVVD
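system = engineered CHO-K1 APJ arrestin reporter cells | input = 1000 cells per well | timing = overnight seeding, 90 min compound at 25 °C, 1 h detection | measured by = enzyme-fragment complementation luminescence | read-out = beta-arrestin recruitment to APJ as agonist activity, luminescent signal | control set = negative DMSO alone, positive Apelin-13 at 10 nM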
MPTP inh: permeability transition pore inhibition. isolated mouse mitochondria, Ca2+ swelling absorbance, 30 min. inhibition, % at 10 µM. actives 1.4% (n = 360,000). AID 602449;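 active means inhibition of 50% or more, scaled per plate between neutral and stimulator controls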;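 further: 0% = DMSO wells given calcium and 100% = 1 mM EGTA wells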
tim10-1 inh: inhibits growth of tim10-1 mutant yeast; S. cerevisiae tim10-1 ts strain growth, BacTiter-Glo, 24 h; inhibition, % at 20 µM; actives 2.2% (n = 330,000); AID 463190;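 active means inhibition of at least 40%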;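 further: mutant grown at 25 °C; 0% = DMSO wells with yeast and 100% = wells holding no yeast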
tim23-1 inh: inhibits growth of tim23-1 mutant yeast. S. cerevisiae tim23-1 growth, BacTiter-Glo luminescence, 24 h. inhibition, % at 20 µM. actives 1.3% (n = 330,000);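 active means growth inhibition of the mutant yeast at or above 50%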;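 further: temperature-sensitive mutant grown at 25 °C; plate controls were DMSO-treated mutant yeast for no effect and medium wells lacking yeast for full effect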
APJ antag: blocks the human apelin receptor APJ; inhibition, % at 20 µM; P35414; actives 0.32% (n = 330,000); CHO-K1 APJ beta-arrestin complementation, luminescence;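 active means inhibition above about 40% at 20 µM, limit read from the data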;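 further: cells challenged with 10 nM apelin-13 agonist together with compound; plate controls were apelin-13 plus DMSO wells for no effect and DMSO wells lacking apelin-13 for full effect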
NLRP3 yeast inh: NALP3 inhibition in yeast | actives 0.39% (n = 330,000) | inhibition, % at 10 µM | Yeast reconstituted NLRP3/ASC/caspase-1, beta-gal luminescence, 24 h | AID 2825;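 active means inhibition of 50% or more; inactive means inhibition below 50%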;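 further: plate controls were induced DMSO wells for no effect and uninduced yeast grown without galactose for full effect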
NR3A LBD binder: modulates the human NR3A ligand-binding domain; NR3A LBD differential scanning fluorimetry, Tm shift; 0% = protein alone, 100% = glycine-bound protein; Tm shift relative to glycine control, % at 25 µM; actives 2.5% (n = 340,000); AID 1259313;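 active means melting temperature shift of at least 10% of the positive control shift, at one fixed dose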
MIN6 prolif: MIN6 beta-cell proliferation induction | MIN6 cells proliferation, ATPlite luminescence, 48 h; cells starved in 0.2% serum; 100% = growth in 10% serum | actives 0.29% (n = 330,000) | proliferation, % at 10 µM;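 active means compounds whose signal lies at least 3.5 SD above the mean of all wells on their plate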;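 further: 0% = DMSO-treated cells in low-serum medium and 100% = 10% serum control; some compounds called inactive have numbers as strong as hits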
The depositor's hits bear a star; x = no result given. Compounds were not picked by outcome; overall some 7.2% were active at least once.

SMILES | TIM10 inh | APJ agonist | MPTP inh | tim10-1 inh | tim23-1 inh | APJ antag | NLRP3 yeast inh | NR3A LBD binder | MIN6 prolif
CN(c1ccc(F)cc1)S(=O)(=O)c1ccc(Cl)c(C(=O)OCC(=O)NC2CC2)c1 | -1 | -1 | -0.3 | -1 | 14 | 5 | 12 | -2 | -4
Cc1ccccc1CC1(CO)CCCN(Cc2ccccc2Cl)C1 (centres undefined) | -3 | 3 | 5.9 | 6 | 5 | 25 | 23 | -2 | -2
COc1ccc(/C=C(\C#N)c2nc3ccc(C)cc3[nH]2)cc1Oc1ccc(C(F)(F)F)cc1[N+](=O)[O-] | -25 | 1 | 43 | 20 | -19 | -15 | 13 | 18* | -4
CCOC(=O)C1=NN(c2ccccc2)C2=NC(C)=C(C(=O)OC)C(c3ccc(C)cc3)N12 (centres undefined) | 23 | -2 | 4.4 | 16 | 20 | 16 | 6 | 9 | 0
CC(C)C(=O)Nc1ccc(Nc2ccccc2)cc1 | 12 | -4 | 0.5 | 25 | 26 | 8 | 39 | 26* | -3
O=C(c1cccc(S(=O)(=O)N2CCCCC2)c1)N1CCc2ccccc21 | 28 | -5 | -0.5 | 27 | 22 | 5 | 11 | -5 | 0
O=C1CCC(=O)N1CN(C(=O)c1ccco1)c1ccccc1 | -10 | 4 | -2.6 | 4 | 0 | 4 | 4 | 2 | -2
CCOC(=O)c1c(C)nc(C)c(C(=O)OCC)c1-c1ccc(OC)cc1 | -7 | -4 | 0.2 | 9 | 10 | 27 | 30 | 0 | -2
CCCN(CC1CC1)C(=O)CSc1ncnc2sccc12 | 8 | -1 | 0.0 | -1 | 20 | -2 | 21 | 2 | 1
COc1ccc(C(Nc2ccc(S(=O)(=O)N3CCOCC3)cc2)C(=O)NCCC(C)C)cc1OC (centres undefined) | 8 | -2 | 0.1 | -7 | -1 | 1 | 6 | 3 | -3
COc1cc(SC)ccc1C(=O)Nc1cc(C)ccn1 | 13 | -1 | 2.4 | 24 | 37 | 7 | 32 | 4 | -4
CC(=O)c1ccc(OCc2cc(C(=O)N(C)C3CCOC3)no2)cc1 (centres undefined) | -5 | -2 | 0.1 | -3 | -9 | 13 | 28 | 0 | 0
Cc1cc(C)cc(N2C(=O)CC(Sc3nnnn3-c3ccccc3)C2=O)c1 (centres undefined) | 35 | -1 | -0.6 | 51* | 49 | -18 | 33 | 1 | -6
COc1ccc(NC(=O)c2cncc(Br)c2)c(S(=O)(=O)N2CCOCC2)c1 | -7 | -3 | -2.0 | 5 | 10 | -26 | 11 | -1 | 0
CC(NC(=O)C1CCCCC1)C(c1cccs1)N1CCOCC1 (centres undefined) | 1 | -3 | -0.3 | 18 | 10 | 10 | -1 | 2 | -1
COc1cc(/C=N/N2CCN(Cc3ccc(Cl)cc3)CC2)ccc1OC(C)=O | 21 | 0 | -0.1 | 14 | 19 | -14 | -4 | 2 | -5
O=C(NCCSc1ccc(Cl)cc1)c1ccco1 | -3 | -3 | 1.7 | 1 | 11 | -10 | 32 | -2 | -1
Cn1cccc1Cc1nnc(SCC(=O)N2CCCC2)n1CCc1ccccc1 | 4 | -3 | -2.1 | 13 | 10 | -75 | 20 | 2 | 2
Cc1ccc(-c2nn(-c3cc(N4CCNCC4)ccc3[N+](=O)[O-])c(=O)c3ccccc23)cc1 | 19 | 0 | -3.4 | 14 | 21 | 19 | 9 | -3 | -6
Cc1ccc(S(=O)(=O)/N=C(/c2ccccc2)N2CCOCC2)c(C)c1 | 13 | -3 | -1.3 | 9 | 8 | -1 | 1 | 0 | -2
COc1ccccc1N(C)S(=O)(=O)c1ccc(C(=O)N2CCC(C(N)=O)CC2)cc1 | 3 | -2 | 3.5 | 4 | 10 | 7 | -4 | -3 | 1
CCN(CC)CCn1c(SCC(=O)NCc2ccco2)nc2c(sc3ccccc32)c1=O | 2 | 0 | -0.5 | 9 | 30 | 16 | 10 | -1 | -3
c1ccc(Nc2nc(N3CCCCC3)nc(N3CCNCC3)n2)cc1 | 5 | 4 | 1.3 | 3 | 18 | -21 | 9 | -2 | -5
S=c1[nH]nc(-c2n[nH]c3c2CCC3)n1/N=C/C=C/c1ccccc1 | 17 | 3 | 0.4 | 17 | 9 | 12 | 34 | 1 | 0
CCOC(=O)C1=CN(Cc2ccco2)S(=O)(=O)N(CC)C1c1ccccc1 (centres undefined) | -2 | x | -0.5 | 28 | 47 | x | x | 0 | x
Cc1cccc(-c2c3c(=O)n(C)c(=O)n(C)c3cn2-c2ccccc2O)c1 | 2 | -1 | 0.4 | -10 | -35 | -10 | 30 | 4 | -2
COc1cc2ncnc(NCc3ccc(C)o3)c2cc1OC | -10 | -2 | -2.7 | -14 | 0 | 5 | 13 | 0 | -1
Cc1ccc(N(CC(=O)NCc2ccccc2)C(=O)CCC(=O)Nc2nccs2)cc1 | 5 | -1 | -2.1 | 8 | 0 | 3 | 8 | 1 | 0
CCOc1ccccc1NC(=O)CC1(CC(=O)N2CCOCC2)CCCC1 | 17 | 5 | -0.8 | 16 | 6 | 6 | 10 | 13* | 0
COc1ccccc1C(=O)Nc1ccc(S(=O)(=O)Nc2onc(C)c2C)cc1 | 20 | 0 | 1.3 | 20 | 11 | 14 | 4 | -1 | -4
CN(C)c1ccc(C(=S)NCc2ccco2)cc1 | 14 | 0 | -2.7 | 26 | 11 | 23 | 16 | 0 | -2
COc1ccc(NC(=S)Nc2ccccc2)c(OC)c1 | -4 | -3 | 0.8 | -9 | -12 | 9 | 5 | -1 | -1
CC1CCN(c2c(NCC3CCC(C(=O)NCc4ccccc4)CC3)c(=O)c2=O)CC1 (centres undefined) | -4 | -1 | 0.6 | -7 | -8 | 5 | 11 | 0 | -1
CC(=O)c1ccc(C(=O)NC2CCCN(Cc3ccc(Cl)cc3)C2)s1 (centres undefined) | 2 | -10 | -1.6 | 10 | 11 | 2 | 25 | 3 | -1
Cc1ccc(CC(=O)Nc2ccc(Cl)cn2)cc1 | -16 | -3 | 0.0 | -6 | 14 | 2 | 8 | 1 | -2
Cn1ccc(C(=O)Nc2sc3c(c2C#N)CCC3)n1 | 12 | 0 | -1.0 | 10 | 28 | 12 | 16 | 1 | -2
Cc1ccc(S(=O)(=O)/N=C(/c2ccccc2)N(C)c2ccc(O)cc2)cc1 | -20 | -4 | 4.2 | -1 | 21 | 16 | 10 | -2 | 0
C#CCOCCOCCOCCNc1nc(N2CCOCC2)nc(N2CCN(C(=O)[C@H]([C@@H](C)CC)n3cc([C@@H](N)CC(C)C)nn3)CC2)n1 | 19 | -2 | 1.0 | -8 | 11 | 13 | 0 | 0 | 3
Cc1[nH]cc(Br)c(=O)c1Oc1ncc(C(F)(F)F)cc1Cl | 3 | 1 | 5.5 | -3 | 5 | 0 | 11 | 2 | 1
S=C(NC1CCCC1)NC1CCCC1 | 5 | 1 | 1.3 | 18 | -6 | 7 | 27 | -2 | -3
O=S(=O)(/C=C/c1ccccc1)N1CCN(c2nc(-c3cccnc3)nc3ccccc23)CC1 | 8 | -1 | -0.8 | 37 | 16 | 9 | 21 | -3 | -5
Cc1nc(/C=C\C(=O)O)c2cc(C)oc2n1 | -3 | -1 | -2.2 | -6 | 9 | -10 | 3 | 3 | 1
COC(=O)CN(c1ccc(C)cc1)S(=O)(=O)c1c(C)[nH]c(=O)[nH]c1=O | 5 | 3 | -0.8 | 9 | 10 | 15 | 26 | -4 | -2
Cc1cc(C)cc(NC(=O)CN2CCN(c3ccccn3)CC2)c1 | 6 | -3 | 0.0 | 0 | 9 | 4 | 13 | 0 | 3
COC(=O)c1sc(N(C)C)c(C#N)c1-c1ccccc1 | -20 | -5 | 2.1 | 22 | 18 | -2 | 27 | -1 | -2
Cc1ccc(S(=O)(=O)c2nc(S(=O)(=O)c3ccc(C)cc3)c(N3CCN(CCO)CC3)s2)cc1 | 15 | -9 | -1.0 | 21 | 22 | 6 | 8 | 0 | -1
CCN=c1sc(C(=O)NCCc2ccccc2)cc(=O)n1CC | 43* | -5 | 0.5 | 51* | 66* | 1 | 23 | 1 | -2
CC(/C=N/N1CCN(c2ccccc2)CC1)=C\c1ccco1 | -10 | -9 | 1.5 | 7 | 7 | 6 | 18 | 10 | -2

Sorted by number of heavy atoms (lowest first): part of the list above
SMILES | TIM10 inh | APJ agonist | MPTP inh | tim10-1 inh | tim23-1 inh | APJ antag | NLRP3 yeast inh | NR3A LBD binder | MIN6 prolif
S=C(NC1CCCC1)NC1CCCC1 | 5 | 1 | 1.3 | 18 | -6 | 7 | 27 | -2 | -3
CC(C)C(=O)Nc1ccc(Nc2ccccc2)cc1 | 12 | -4 | 0.5 | 25 | 26 | 8 | 39 | 26* | -3
COC(=O)c1sc(N(C)C)c(C#N)c1-c1ccccc1 | -20 | -5 | 2.1 | 22 | 18 | -2 | 27 | -1 | -2
Cc1[nH]cc(Br)c(=O)c1Oc1ncc(C(F)(F)F)cc1Cl | 3 | 1 | 5.5 | -3 | 5 | 0 | 11 | 2 | 1
Cc1cc(C)cc(NC(=O)CN2CCN(c3ccccn3)CC2)c1 | 6 | -3 | 0.0 | 0 | 9 | 4 | 13 | 0 | 3
c1ccc(Nc2nc(N3CCCCC3)nc(N3CCNCC3)n2)cc1 | 5 | 4 | 1.3 | 3 | 18 | -21 | 9 | -2 | -5
COc1cc(/C=N/N2CCN(Cc3ccc(Cl)cc3)CC2)ccc1OC(C)=O | 21 | 0 | -0.1 | 14 | 19 | -14 | -4 | 2 | -5
CC1CCN(c2c(NCC3CCC(C(=O)NCc4ccccc4)CC3)c(=O)c2=O)CC1 (centres undefined) | -4 | -1 | 0.6 | -7 | -8 | 5 | 11 | 0 | -1
O=S(=O)(/C=C/c1ccccc1)N1CCN(c2nc(-c3cccnc3)nc3ccccc23)CC1 | 8 | -1 | -0.8 | 37 | 16 | 9 | 21 | -3 | -5
Cc1ccc(S(=O)(=O)c2nc(S(=O)(=O)c3ccc(C)cc3)c(N3CCN(CCO)CC3)s2)cc1 | 15 | -9 | -1.0 | 21 | 22 | 6 | 8 | 0 | -1

The results go on:
SMILES | TIM10 inh | APJ agonist | MPTP inh | tim10-1 inh | tim23-1 inh | APJ antag | NLRP3 yeast inh | NR3A LBD binder | MIN6 prolif
COc1ccc(F)cc1C(=O)C1CCCN(C(=O)C2=C(C)OCCO2)C1 (centres undefined) | 1 | -3 | -0.7 | 17 | 2 | -4 | 6 | -1 | -1
CCOC(=O)CCc1c(C)c2ccc(OCc3cc([N+](=O)[O-])ccc3OC)c(C)c2oc1=O | 2 | -2 | x | 8 | -1 | 1 | 10 | x | -1
CCCn1cc(CN2CCc3ccc(NC(=O)C4CCCO4)cc3C2)c(C)n1 (centres undefined) | -6 | -5 | -1.4 | -12 | -4 | 16 | 20 | 3 | -3
Cc1ccnc(NC(=S)NC(=O)/C=C/c2ccco2)c1 | 28 | -3 | 1.2 | 13 | 42 | 24 | 30 | 8 | -1
C=CCn1c(SCc2ccc(Cl)cc2)nc2c1c(=O)[nH]c(=O)n2C | -27 | 1 | 0.7 | -35 | -17 | -1 | 14 | -2 | 4
Cc1nc2c(-c3ccc(F)cc3)cnn2c2c1CCC2 | 22 | -2 | 0.0 | 35 | 17 | -5 | -1 | 3 | -3
